# FID counter – displaces DNA intercalator in HCV helicase counter-screen; DNA fluorescent intercalator displacement, fluorescence; inhibition, % at 7.9 µM; actives 0.17% (n = 290,000); in the data active = inhibition above about 37%;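 note: 0% = vehicle and 100% = reference compound; higher means more ethidium bromide displaced from hairpin DNA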
# MEKK2 mut-MEK5 – signal of MEK5 binding to mutant human MEKK2 PB1 domain | bead flow cytometry, Alexa488-MEK5 binding to MEKK2 mutant | percent response, % at 10 µM | actives 0.35% (n = 290,000) | AID 1530; in the data active = percent response above about 24%, passing the limit was not always enough; note: inactives centre near 1; some results filed as inactive read as strong as hits; reference of the scale not given here
# NALP1 inh – blocks the NALP1 inflammasome reconstituted in yeast. S. cerevisiae NALP1/ASC/caspase-1 growth, X-gal OD620, 72 h. inhibition, % at 10 µM. actives 0.61% (n = 280,000); in the data active = inhibition mostly above about 24%, no sharp cut-off; inactive = mostly below about 32%; note: some compounds called inactive have numbers as strong as hits
# OXTR agonist – human OXTR agonism; actives 0.32% (n = 320,000); CHO-OTR cells, Fluo-8 calcium fluorescence; normalized: DMSO 0%, oxytocin 100%; P30559; AID 2435; activation, % at 3 µM;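 active = activation above the mean of all tested compounds plus 3 SD, cutoff set per screening run, cut at about 20% in these data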;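 note: peak over basal fluorescence ratio from a 100 s FLIPR kinetic read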
# Target sequence (P30559 whole entry, looked up): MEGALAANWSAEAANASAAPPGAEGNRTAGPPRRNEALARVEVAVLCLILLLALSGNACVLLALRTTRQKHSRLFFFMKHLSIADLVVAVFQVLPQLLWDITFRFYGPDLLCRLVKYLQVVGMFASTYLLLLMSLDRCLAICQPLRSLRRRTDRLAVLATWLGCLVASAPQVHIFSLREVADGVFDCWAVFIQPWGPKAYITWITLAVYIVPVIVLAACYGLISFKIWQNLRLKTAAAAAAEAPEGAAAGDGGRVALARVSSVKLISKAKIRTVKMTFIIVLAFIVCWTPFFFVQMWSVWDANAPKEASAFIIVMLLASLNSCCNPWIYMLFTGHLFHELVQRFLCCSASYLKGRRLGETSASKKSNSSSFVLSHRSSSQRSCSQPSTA
# MEKK3 PB1 HTS – modulators (inhibitors or enhancers) of MEK5 binding to human MEKK3 PB1 domain. Q99759. bead-based flow cytometry, Alexa488-MEK5 binding to MEKK3; actives lie on both sides; 0 = blocked by unlabeled MEK5, 100 = vehicle. binding response (% of control), % at 10 µM. actives 1.4% (n = 290,000). AID 1529;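 active = binding response more than 3 SD above or below the average of its plate-row segment, actives on both sides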;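 note: Alexa488 bead fluorescence after subtracting the streptavidin-only scavenger bead signal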
# GPR7 antagonist – antagonists of human GPR7 (neuropeptides B/W receptor 1); P48145; GPR7-expressing cells, fluorescence antagonist assay; inhibition, % at 4.4 µM; actives 1.1% (n = 290,000); AID 1861; in the data active = inhibition above about 16%, passing the limit was not always enough;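 note: cells stimulated with the agonist NPW; 0% = agonist with vehicle and 100% = vehicle without agonist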
# M18AAP inhibitor – blocks P. falciparum M18 aspartyl aminopeptidase; recombinant PfM18AAP, H-Glu-NHMec fluorogenic cleavage; AID 1822; inhibition, % at 7.35 µM; actives 1.2% (n = 290,000);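 active = inhibition above the campaign mean inhibition over all tested compounds plus 3 SD, cut at about 28% in these data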;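 note: 0% = plate median of test compound wells and 100% = 2 mM ZnCl2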
# PHOSPHO1 block – inhibitors of human PHOSPHO1 phosphatase; actives 1.1% (n = 290,000); Q8TCT1; inhibition, % at 13.3 µM; recombinant PHOSPHO1, absorbance phosphatase assay; AID 1565; in the data active = inhibition above about 60%
# Target sequence (Q8TCT1 whole entry, looked up): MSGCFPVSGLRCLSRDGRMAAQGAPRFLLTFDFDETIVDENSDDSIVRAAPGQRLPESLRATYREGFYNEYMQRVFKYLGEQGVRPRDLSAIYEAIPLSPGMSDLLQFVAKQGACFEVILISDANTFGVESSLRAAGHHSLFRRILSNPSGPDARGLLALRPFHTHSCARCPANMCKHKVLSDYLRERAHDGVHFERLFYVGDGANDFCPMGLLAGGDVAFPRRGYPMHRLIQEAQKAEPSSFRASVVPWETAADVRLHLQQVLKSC
# MEKK2wt PB1 HTS – raises or lowers MEK5 binding to wildtype human MEKK2 PB1 domain | bead flow cytometry, Alexa488-MEK5 binding to MEKK2 WT; actives lie on both sides | Q9Y2U5 | binding response (% of control), % at 10 µM | actives 1.1% (n = 290,000); in the data active = binding response below about 67% or above about 130%
# * hit, by the source's call; . = not tested or not shown; [ ] = remark or other dose. This is a random part of the collection (roughly 6.2% active in at least one column).
structure | FID counter | MEKK2 mut-MEK5 | NALP1 inh | OXTR agonist | MEKK3 PB1 HTS | GPR7 antagonist | M18AAP inhibitor | PHOSPHO1 block | MEKK2wt PB1 HTS
CC1(C)Cc2c(c(-c3ccccc3)nc3[nH][nH]c(=O)c23)CO1 | -16 | -2 | 12 | -0.8 | 102 | -6 | 6 | 14 | 102
O=C(Cc1ccc(-n2c(=O)[nH]c3ccsc3c2=O)cc1)N1CCN(c2ccc(Cl)cc2)CC1 | -35 | -1 | 32 | -0.6 | 104 | 9 | -10 | -23 | 100
O/N=C1\CCCCc2ccccc21 | -4 | -2 | -4 | 1.1 | 95 | -5 | 6 | 4 | 92
COc1ccc(S(=O)(=O)Cc2ccc(C(=O)NCc3ccccc3OC)o2)cc1 | -29 | 6 | -6 | 4.4 | 101 | 13 | 1 | 22 | 105
Cc1nc(C)c(C(=O)N2CCCC(C(=O)c3cc(F)ccc3F)C2)s1 (stereo unspecified) | -28 | 5 | 0 | 0.3 | 101 | 7 | -2 | 28 | 109
CCCCOc1ccccc1N | 0 | 3 | 9 | 2.5 | 109 | -8 | 4 | 2 | 107
O=C(Cn1c(C(=O)O)cc2ccccc21)c1ccccc1 | -4 | 4 | 4 | 0.3 | 104 | -12 | 6 | 39 | 105
CCc1nn2c(=O)cc(CSCC(=O)Nc3ccccc3F)nc2s1 | -4 | 0 | -10 | -0.5 | 99 | 1 | -2 | 10 | 101
NS(=O)(=O)c1cccc(NC(=O)Cn2nc(C(=O)O)c3ccccc3c2=O)c1 | -5 | 2 | 5 | -0.3 | 99 | -9 | 2 | 35 | 100
COc1cccc(C(=O)NNC(=O)Cc2ccc([N+](=O)[O-])cc2)c1 | 5 | 27 | 24 | -0.2 | 107 | -1 | -5 | -31 | 111
Cn1c(=O)oc2cc(S(=O)(=O)N3CCCC(C(=O)NCc4ccc5c(c4)OCO5)C3)ccc21 (stereo unspecified) | 0 | 8 | -20 | -1.0 | 101 | -1 | -11 | 15 | 105
O=S(=O)(c1ccccc1)c1nc(NCc2cccnc2)sc1Cl | 3 | 3 | -3 | 1.8 | 103 | -8 | 3 | -21 | 102
O=C(OCCOCCN=C1NS(=O)(=O)c2ccccc21)c1ccccc1 | -10 | -5 | 13 | 2.8 | 99 | -8 | -15 | 10 | 97
Cc1ccc(N2C(=O)CSC2=S)cc1C | -5 | -3 | 12 | -1.1 | 98 | -3 | 7 | 39 | 94
CCn1c(=O)n(CC)c2cc(N3CCCC3)c(NC(=O)c3ccccc3)cc21 | -25 | 0 | 12 | -2.7 | 97 | -9 | 14 | 4 | 99
CCOC(=O)C1CCCN(CCC(=O)Nc2ccc(Br)cc2)C1 (stereo unspecified) | 11 | 0 | 22 | 4.3 | 104 | 2 | -12 | 19 | 108
CCN(CC(=O)Nc1cc(Cl)ccc1C)C(=O)COc1ccccc1F | -13 | -2 | -11 | 0.4 | 90 | 1 | -1 | 53 | 90
CCOC(=O)C(CCSC)Nc1nc(Cl)nc(Nc2ccc(Cl)cc2)n1 (stereo unspecified) | . | -2 | . | -2.0 | 101 | . | . | . | 97
CC(C)c1nnc(SCC(=O)Nc2ccc3c(c2)OCCO3)n1C | -7 | 4 | -2 | -0.2 | 101 | -23 | 3 | 46 | 101
COc1cc(C(=S)NC2CCCCC2)ccc1O | -1 | -2 | 21 | -1.4 | 96 | -6 | 9 | 0 | 97
COc1ccc(CCNC(=O)C2CCC(CNS(=O)(=O)c3ccccc3)CC2)cc1OC (stereo unspecified) | -27 | 0 | 5 | 0.5 | 124 | 9 | 2 | 27 | 110
COc1ccccc1N1CCN(Cc2nc3ccccc3[nH]2)CC1 | -9 | 0 | -28 | 0.9 | 100 | -5 | 1 | 20 | 99
CC(=O)Nc1ccc(NC(=O)CCC(=O)OCC(=O)c2cccc([N+](=O)[O-])c2)cc1 | 1 | 14 | 8 | 0.1 | 104 | -7 | -2 | 6 | 111
Cc1nonc1OCCNCCNc1ccccc1[N+](=O)[O-] | 4 | -8 | 15 | 0.9 | 94 | -8 | 3 | 12 | 90
Cc1ccc(-n2nc(C(=O)c3ccccc3)n3c(=O)cc(-c4ccccc4)nc23)cc1 | -1 | -1 | 2 | 0.0 | 103 | -2 | 0 | 20 | 97
CC1CCN(C(=O)c2ccc3c(c2)NC(=O)CN3)CC1 | -5 | -2 | 15 | 11 | 102 | -16 | 32* | 27 | 100
O=S(=O)(Nc1cccnc1)c1ccc(F)cc1 | -2 | 4 | -4 | -0.1 | 100 | -5 | 2 | 13 | 104
O=C(CSc1nnc(NC(=O)CN2CCOCC2)s1)Nc1ccccc1 | 1 | -7 | -11 | 0.5 | 90 | -14 | 8 | 25 | 91
COc1ccc(N/C(N)=N/c2nc(C)c(Cc3ccccc3)c(=O)[nH]2)cc1 | -4 | 0 | 10 | 0.7 | 102 | 23 | 13 | 18 | 102
COc1ccc(-c2cc(C(F)(F)F)nc(N3CCCCC3)n2)cc1OC | 5 | 4 | 10 | 0.1 | 106 | -13 | 0 | 26 | 104
O=C(NCC1CCCO1)C1CCN(C2CCN(C(=O)CC3CCCC3)CC2)CC1 (stereo unspecified) | 1 | -14 | 15 | 0.6 | 79 | -10 | 3 | 37 | 81
Cc1cccc2cc3c(N)c(C#N)sc3nc12 | 0 | -4 | 13 | 3.3 | 98 | 6 | -46 | 64* | 91
Cc1nc2c(c(=O)n1CCC(C)C)c1nc3ccccc3nc1n2CC1CCCO1 (stereo unspecified) | -6 | -20 | . | 0.5 | 87 | -9 | -2 | 22 | 88
CCc1ccc(C(=O)c2ccccc2C(=O)O)s1 | 2 | 8 | 0 | -0.5 | 103 | -14 | 1 | 38 | 107
COc1ccc(OC)c(N=Cc2c(O)c3ccccc3oc2=O)c1 | -7 | 4 | -26 | 1.0 | 100 | -14 | 3 | . | 105
CCCSc1nc(N)c(C#N)c(-c2ccc(C)cc2)c1C#N | -1 | -20 | 1 | 8.8 | 85 | -7 | 3 | 13 | 86
COc1ccc(N(CC(=O)Nc2cccnc2)S(=O)(=O)c2ccccc2)cc1Cl | -15 | -3 | 14 | 0.8 | 104 | 13 | 1 | -29 | 98
COc1cccc(OCC(=O)NN=C2c3ccccc3-c3ccccc32)c1 | -3 | 6 | 5 | 0.1 | 94 | -2 | 2 | 19 | 99
Fc1ccccc1CNc1ncnc2sccc12 | -8 | -8 | 27 | 8.7 | 100 | 9 | -17 | 6 | 92
CN(C)S(=O)(=O)c1cccc(NS(=O)(=O)c2ccc(Cl)s2)c1 | -7 | 0 | 36 | -0.2 | 98 | -4 | -2 | 2 | 95
CN(CCOc1ccc(Cl)cc1)C(=O)C1CCN(C(=O)c2ccc(F)cc2)CC1 | -47 | 7 | 2 | 4.8 | 100 | 13 | 0 | -62 | 102
CNC(=S)NNC(=O)c1sccc1OCc1cccc(C(F)(F)F)c1 | -7 | 0 | 2 | 1.0 | 98 | 6 | 5 | 69* | 100
COc1ccc([N+](=O)[O-])cc1NC(=O)CSc1nc(C)c(C)c(C)n1 | -1 | 3 | 18 | 0.1 | 104 | -8 | -4 | -45 | 104
C#CCSc1ncc(-c2ccccc2)cn1 | -1 | 0 | 28 | -3.1 | 105 | -6 | -5 | 8 | 98
COc1cc(OC)cc(C(=O)N[C@H](C(=O)OCC(=O)N2CCc3ccccc32)C(C)C)c1 | -24 | -5 | 8 | -2.3 | 99 | -2 | -10 | 11 | 91
Cc1cc(C)cc(NC(=O)CSc2nnc(CN3CCOCC3)n2C)c1 | -7 | 2 | -2 | 0.6 | 96 | 1 | 3 | -3 | 95
CCCC(=O)N1CCN(c2ccc(NC(=O)c3ccc(OCC)c([N+](=O)[O-])c3)cc2)CC1 | -3 | . | 2 | 0.9 | . | -1 | -2 | 20 | .
Cc1ccc(S(=O)(=O)Nc2ccc3c(c2)n(C)c(=O)n3C)cc1 | -15 | 2 | 12 | 1.5 | 103 | -21 | 1 | 53 | 106
CCOc1ccc(NC(=O)Nc2ccccc2SC)cc1 | -6 | 5 | 16 | -2.4 | 103 | -15 | 4 | 28 | 106
CSc1ccc(C2NC(=O)c3c(sc4c3CCN(C)C4)N2)cc1 (stereo unspecified) | -1 | . | -21 | 1.6 | . | 0 | 11 | 7 | .
Cn1cccc1Cc1nnc(SCC(=O)Nc2ccc3c(c2)OCCO3)n1-c1ccc(F)cc1 | -34 | -2 | 6 | -0.7 | 95 | 3 | -5 | -14 | 90
O=c1cc(CSc2nnc(COc3ccccc3)n2-c2ccccc2)c2ccccc2[nH]1 | -43 | 3 | 39 | 0.5 | 113 | -3 | 3 | -5 | 108
CC(C)OP(=O)(OC(C)C)/C(C=O)=N\Nc1ccc([N+](=O)[O-])cc1 | -9 | 2 | -4 | -0.9 | 99 | -5 | -1 | 20 | 98
O=C(NCCc1ccccn1)c1nc(Cn2cc([N+](=O)[O-])cn2)no1 | -5 | 1 | 6 | 0.3 | 103 | -2 | 1 | 22 | 105
CC12CCC(=O)N1C(C(=O)Nc1cccc3ccccc13)CS2 (stereo unspecified) | . | 2 | 8 | -1.3 | 87 | . | . | -42 | 97
COc1cccc2c(=O)cc(C)n(CC(=O)Nc3cccc(C)c3)c12 | 5 | -4 | 28 | 8.7 | 105 | -5 | -3 | 2 | 97
O=C(c1ccc(F)cc1)C1CCN(C(=O)N2CCOCC2)CC1 | 0 | 6 | -2 | -0.1 | 107 | -2 | -6 | -14 | 109
COC(=O)c1cc(S(=O)(=O)N2CCN(Cc3ccccc3)CC2)c[nH]1 | -15 | 3 | 1 | 8.1 | 98 | 3 | -10 | 38 | 100
Oc1ccc(-c2cnc(-c3ccc(O)cc3)nc2)cc1 | 0 | 4 | 12 | 2.8 | 108 | 9 | -6 | 22 | 102
CCN(CC)CCOC(=O)c1ccc(N/C=C(/C#N)c2nc(-c3ccc4c(c3)OCO4)cs2)cc1 | 17 | 4 | . | 0.2 | 22*[inhibitor] | -4 | 4 | 10 | 58*[inhibitor]
CN(C)C(=O)COC(=O)c1cccc(S(=O)(=O)Nc2ccc(OCc3ccccc3)cc2)c1 | -41 | 3 | -6 | 4.2 | 98 | -2 | 3 | 4 | 104
Cc1ccc(N2CC(C(=O)NCCN3CCOCC3)CC2=O)cc1 (stereo unspecified) | -1 | 0 | 16 | 0.5 | 103 | 1 | 0 | 16 | 99

# Screening data from PubChem.
